Screening results deposited in PubChem by National Center for Advancing Translational Sciences (NCATS).
AMA1-RON2 inh: inhibitors of Plasmodium falciparum AMA1-RON2 interaction | AID 720542 | 360,000 tested, 0.2% active | Potency, µM (doses to about 58.2 µM), without a hit: top-dose activity change, negative = inhibition, most hits filed as inhibitors | AlphaScreen AMA1-biotinylated RON2 peptide binding;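 also: potency is read from the fitted curve at half-maximal effect; 0% = vehicle wells and -100% = peptide control; nearly all actives have a fitted effect of over 45% in size; some results filed as inactive show a strong effect at the top dose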
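AMA1 (3D7) with his tag at 25 nM final met compounds first, then biotinylated RON2 peptide at 25 nM; detection used donor plus acceptor beads, 10 µg/mL apiece, read by AlphaScreen after 30 min at room temperature.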
HCMV antiviral: inhibitors of human cytomegalovirus; AID 1259415; HFF cells, HCMV-luciferase reporter, 72 h; active compounds read low; activity change, negative = inhibition, % at 57.5 µM; 410,000 tested, 4.5% active; in the data active = activity change below about -60%; inconclusive = no clear call, values can overlap the other calls; inactive = above about -39%; also: % is scaled to controls: 0 for no effect and ±100 for the full control effect
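Screen run at 2 compound doses on HFFs infected with reporter HCMV, MOI 1 PFU/cell. Luciferase activity from cell lysates at 72 h post infection gave inhibition relative to buffer-only and Salinomycin wells.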
Giardia FBPA inh: blocks Giardia fructose-bisphosphate aldolase activity | A8B2U2 | purified Giardia FBPA | Potency, µM (series often up to 59.6 µM), inactives show top-dose activity, negative = inhibition, most hits filed as inhibitors | 290,000 tested, 0.71% active | AID 2451; also: potency is read from the fitted curve at half-maximal effect; % is scaled to controls: 0 for no effect and ±100 for the full control effect; nearly all actives have a fitted effect of over 55% in size
Target sequence (A8B2U2 whole entry, looked up): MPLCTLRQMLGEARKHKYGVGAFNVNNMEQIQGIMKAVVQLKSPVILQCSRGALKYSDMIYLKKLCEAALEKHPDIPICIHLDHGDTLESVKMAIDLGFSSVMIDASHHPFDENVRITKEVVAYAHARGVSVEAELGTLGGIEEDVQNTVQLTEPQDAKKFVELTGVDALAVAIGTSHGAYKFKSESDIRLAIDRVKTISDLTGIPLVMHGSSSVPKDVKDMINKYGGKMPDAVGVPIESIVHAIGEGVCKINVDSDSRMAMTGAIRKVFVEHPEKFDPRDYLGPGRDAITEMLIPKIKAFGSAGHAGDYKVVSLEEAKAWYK
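Giardia FBPA (40 nM reagent) was preincubated 10 min at RT with compound (up to 57.5 uM final), then substrate plus GAPDH/TPI/NAD/arsenate coupling system with diaphorase/resazurin was added; resorufin fluorescence (525/598 nm) was read after 20 min.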
CHX counter: counter-screen hit for Shiga toxin inhibitors, cycloheximide. cell reporter, cycloheximide protein synthesis inhibition counterscreen. max response, %. 300,000 tested, 12% active; in the data active = max response mostly above about 13%, no sharp cut-off; inactive = mostly below about 14%; also: read at 38.3 µM for the half of the compounds with a filed dose; 0% is about no effect
Shiga inhibitor: blocks Shiga toxin action in Vero cells; Vero cells, Shiga toxin protein synthesis inhibition reporter; inhibition, % at 38.7 µM; 290,000 tested, 9.2% active; in the data active = inhibition mostly above about 28%, no sharp cut-off; inactive = mostly below about 43%; also: 0% is about no effect
AmpC inh no detg: AmpC beta-lactamase inhibition without detergent | P00811 | AmpC nitrocefin hydrolysis, absorbance 480 nm, 0.0001% Triton | Potency, µM (highest dose often 57.1 µM), for the others: at the highest dose activity change, negative = inhibition, actives largely listed as inhibitors | 330,000 tested, 0.52% active | AID 485341;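 also: potency is read from the fitted curve at half-maximal effect; plate controls were no compound for no effect and no enzyme for full effect; nearly all actives have a fitted effect of over 20% in size; some results filed as inactive show a strong effect at the top dose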
Target sequence (P00811 whole entry, looked up): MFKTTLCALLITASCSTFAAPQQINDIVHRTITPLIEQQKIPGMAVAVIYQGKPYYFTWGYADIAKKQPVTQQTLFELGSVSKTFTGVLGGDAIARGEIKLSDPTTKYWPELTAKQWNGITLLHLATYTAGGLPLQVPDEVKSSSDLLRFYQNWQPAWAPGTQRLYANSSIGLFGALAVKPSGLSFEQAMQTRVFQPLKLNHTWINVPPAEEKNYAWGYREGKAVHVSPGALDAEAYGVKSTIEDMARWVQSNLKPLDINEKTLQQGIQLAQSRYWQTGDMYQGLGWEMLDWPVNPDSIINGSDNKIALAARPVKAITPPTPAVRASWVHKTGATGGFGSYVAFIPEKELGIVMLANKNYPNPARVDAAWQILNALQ
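AmpC (5.3 nM in the dispensed reagent) in 20 mM phosphate pH 7.0 with 0.01% (detergent screen) or 0.0001% Triton X-100 was preincubated with compounds for 15 min at room temperature. Nitrocefin was then added from an 800 uM solution, and hydrolysis was followed at 480 nm.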
AmpC detergent: inhibitors of E. coli AmpC beta-lactamase with detergent; P00811; AmpC hydrolysis of nitrocefin, absorbance 480 nm, 0.01% Triton; Potency, µM (titrated, usually from 114 µM), inactives show at the highest dose activity change, negative = inhibition, usual class: inhibitors; 370,000 tested, 0.041% active; AID 485294;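 also: potency is read from the fitted curve at half-maximal effect; 0% = no-compound wells and -100% = no-enzyme wells; nearly all actives have a fitted effect of over 25% in size; some results filed as inactive show a strong effect at the top dose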
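20 mM phosphate pH 7.0 + 0.01% (detergent screen) or 0.0001% Triton X-100; 5.3 nM AmpC reagent; cpd preinc 15 min RT; nitrocefin (800 uM stock) to start; A480 q20 s × 4 min; Activity was normalised to no-enzyme and no-compound control wells.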
The depositor's hits bear a star; u = inconclusive; x = no result given; & = joins results of further samples; [ ] = remark or other dose. Unless noted, calls follow the shape of the dose curve; as a rule, active = well fitted curve in the direction sought with a large enough effect; inconclusive = small, poorly fitted or top-dose-only effect, or another doubt; inactive = no such curve, though single readings can be large; an effect the other way counts as inactive or inconclusive.

SMILES	AMA1-RON2 inh	HCMV antiviral	Giardia FBPA inh	CHX counter	Shiga inhibitor	AmpC inh no detg	AmpC detergent
O=C(Nc1ccccc1N1CCN(c2ccccc2)CC1)c1ccccc1	-25%	-38	-6%	26	26	-10%	7%
CC(NC(=O)Cc1ccc(F)cc1)c1ccccc1 (stereo not given)	-6%	-34	3%	-1	-4	76%[activator]	-2%
Nc1sc2c(c1C(=O)NCCc1ccccc1)CCC2	24%	1	-24%	17	34	-40%	-9%
O=C(CCN1Cc2ccccc2C1)c1ccc2c(c1)OCCO2	3%	-4	-6%	19*	37	-48%	-5%
COc1cc(NC(=O)CSc2ccc(-c3ccccn3)nn2)cc(OC)c1	u	u	x	10	10	-21%	4%&8%
COc1ccc(CNc2nc3ccccc3n2C(C)C)cc1	-7%	51	-22%	1	2	-12%	u
Cc1cc2ncn(/N=C/c3cc(Br)ccc3O)c2cc1C	x	-28	-2%	-3	23	-14%	-4%
COc1ccc(-c2nnc(SCC(=O)NC3CCCc4ccccc43)n2N)cc1 (stereo not given)	11%[11.6 µM]	12	0%	-1	-10	-25%	-16%
CCC1CCCCN1C/C=C/c1ccccc1[N+](=O)[O-] (stereo not given)	0%	33	-20%	-4	2	-27%	4%
O=C(NCc1nc2ccccc2[nH]1)c1ccc(S(=O)(=O)N2CCCC2)cc1	2%	-23	0%	1	-5	-14%	-11%
COc1cccc(N(C(=O)c2ccn[nH]2)C2(C(=O)Nc3c(C)cccc3C)CCCCC2)c1	5%	-20	0%	-5	-5	-12%	1%
Cn1cc(S(=O)(=O)NCC2CCCO2)c(=O)n(C)c1=O (stereo not given)	2%	-27	-2%	1	20	-9%	6%
COc1ccc(CNC(=O)CCSCc2cccc(Cl)c2)cc1	8%[11.6 µM]	-26	8%	-3	-9	-48%	-6%
CCOC(=O)c1c(NC(C)=O)sc2c(OCC(O)CNC(C)(C)C)c(Br)ccc12 (stereo not given)	-4%	-85*	0%	7	-11	-26%	-4%
O=C(CNCc1ccncc1)Nc1cc(S(=O)(=O)N2CCCCC2)ccc1Cl	41%[activator]	15	u	-2	-4	0%	4%

Structures from the list above that contain a thiophene ring, fused or not, in the order listed:
SMILES	AMA1-RON2 inh	HCMV antiviral	Giardia FBPA inh	CHX counter	Shiga inhibitor	AmpC inh no detg	AmpC detergent
Nc1sc2c(c1C(=O)NCCc1ccccc1)CCC2	24%	1	-24%	17	34	-40%	-9%
CCOC(=O)c1c(NC(C)=O)sc2c(OCC(O)CNC(C)(C)C)c(Br)ccc12 (stereo not given)	-4%	-85*	0%	7	-11	-26%	-4%

Additional structures:
SMILES	AMA1-RON2 inh	HCMV antiviral	Giardia FBPA inh	CHX counter	Shiga inhibitor	AmpC inh no detg	AmpC detergent
O=C(Nc1ccc(Cc2ccncc2)cc1)c1ccc(Cl)c([N+](=O)[O-])c1	-5%	-21	u	8.6*	-2	-37%	3%
O=[N+]([O-])c1ccc(/C=C/c2ccc3ccccc3n2)cc1	-10%	u	-10%	21*	30	-14%	4%
O=C(NCCc1ccccc1)C1CCC(Cn2c(=O)c3ccccc3n(Cc3cccc(F)c3)c2=O)CC1 (stereo not given)	0%	9	3%	-4	-12	-6%	-13%
O=C(CCCN1C(=O)/C(=C/c2cccs2)SC1=S)Nc1cccc(O)c1	u	-100*	-2%	6	25	-16%	-11%
CCCCn1c(N)c(N(Cc2ccccc2OC)C(=O)COc2ccccc2OC)c(=O)[nH]c1=O	4%	-31	x	x	x	-25%	-3%
CCCCNc1nc(NC)nc(Cl)c1SC	0%	-35	3%	7	-2	-16%	u
CSCCC(NS(=O)(=O)c1ccc(C)cc1)C(=O)N1CC=C(c2ccccc2)CC1 (stereo not given)	-7%	-31	x	x	x	-16%	-11%
CS(=O)(=O)c1ccc(Cl)c(C(=O)NC2CCSc3ccccc32)c1 (stereo not given)	12%	22	13%	22*	37	-11%	-1%
O=C(Nc1ccccc1)N1N=C(c2ccc(F)cc2)CC1c1ccc(F)cc1 (stereo not given)	7%	u	-7%	-4	32	-28%	u
CCCn1c(SCC(=O)c2ccc3c(c2)NC(=O)CO3)nc2ccccc21	30%	-12	1%	-4	-8	-34%	-1%
COCCn1c(C)cc(C(=O)CSc2nnnn2C2CCCC2)c1C	u	u	x	x	x	1%	-4%
Cc1ccc(NC(=O)c2cc(S(=O)(=O)N3CCOCC3)cs2)cc1	-3%	4	2%	-3	-5	-7%	0%
CCNS(=O)(=O)c1ccc(C)c(-n2cnnn2)c1C	-6%	-18	-1%	-4	7	-8%	-6%
CC(=O)Nc1ccc(/C=C2/Sc3ccccc3C2=O)cc1	-2%	x	1%	10	22	-4%	1%
COc1ccc(C2(O)CC3CCC(C2)N3c2nc(C)cc(C)c2C#N)cc1 (stereo not given)	-16%	-14	-9%	1	0	36%	7%
CCN(CC)CCN1C(=O)C(O)=C(C(C)=O)C1c1ccccc1 (stereo not given)	x	x	-6%	1	-7	-21%	-14%
CC(C)(C)NC(=O)c1cccnc1Sc1ccccc1	-3%	-24	2%	11	-4	-10%	4%
CCOc1ccc(CNS(=O)(=O)c2c(C)nc3scc(C)n3c2=O)cc1OC	2%	-29	-3%	-5	-8	-3%	-6%
CC1=C(C(=O)N(C)C)C(c2cccs2)NC(=O)N1 (stereo not given)	0%	9	1%	-4	-9	-5%	-1%
COc1cc2ccccc2cc1C(=O)Nc1ccccc1N1CCCC1	u	0	x	x	x	-36%	-13%
COc1ccc2c(C(=O)CCl)c[nH]c2c1	-16%	-101*	-13%	-3	2	-14%	u
Cc1[nH]nc2c1C(C(C)C)C(C#N)=C(N)O2 (stereo not given)	-1%	-19	-1%	-3	-28	-22%	-10%
COc1ccc(-c2[nH]ncc2CN2CCN(Cc3cccs3)CC2)c(F)c1	-4%	-2	1%	2	13	-11%	-3%
Oc1c(Cl)cc(Cl)cc1C1=NNC(c2ccc(Cl)cc2)C1 (stereo not given)	59%[activator]	x	7%	31*	73*	u	-14%
CCOC(=O)CC[C@H](NC(=O)Cn1cnc2c(SC)nc(N)nc21)C(=O)OCC	3%	-6	x	x	x	-5%	x
COc1ccc(-c2cc(C(F)(F)F)nc(NCc3cccnc3)n2)cc1	12%	8	-1%	12	-18	79%[activator]	2%
COc1ccccc1N1CCN(/N=C/C=C\c2ccccc2[N+](=O)[O-])CC1	20µM*	25	-21%	43*	45*	35%	-4%
CC(N=C1NC(C)(C)Cc2ccccc21)C(=O)O (stereo not given)	3%	38	2%	-1	11	0%	3%
CCOC(=O)CCCn1ncn2c(cc3occc32)c1=O	1%	-20	-2%	55*	63	7%	8%
COCCNC(=S)Nc1ccc2nc(N3CCCC3)cc(C)c2c1	20%	-39	1%	-4	6	10µM*	-1%
CCCCNCc1ccc(OCc2ccc(Cl)nc2)c(OC)c1	2%	9	-6%	0	5	-12%	3%
Cc1ccc(S(=O)(=O)N(CC(=O)Nc2cccnc2)c2ccccc2C)cc1	-18%	-40	-5%	-3	-14	-3%	u
CC(N)Cc1c[nH]c2ccc(OCc3cccs3)cc12 (stereo not given)	-18%	u	-12%	x	x	x	x
Cc1ccc(-c2cc(C(F)(F)F)n3ncc(C(=O)N4CCN(C)CC4)c3n2)cc1	3%	33	-1%	-5	-19	-42%	5%
CCCCCCCCCC(=O)N1c2ccccc2NC(=O)C1CC(=O)Nc1ccc(C(=O)O)cc1 (stereo not given)	3%	-28	16%	-1	11	-44%	2%
O=C1NC(c2ccco2)Nc2ccccc21 (stereo not given)	-2%	3	0%	-1	-5	-21%	1%
CC(C)OC(=O)Nc1ccc(N=C(N)N[N+](=O)[O-])cc1	-7%	6	5%	8	-12	-18%	-5%
COCCN(CC(=O)Nc1cccc(C)c1C)C(=O)Cn1cnc2ccccc2c1=O	11%	52	x	x	x	-4%	u
COc1ccccc1-c1csc(NC(=O)c2ccc(N3C(=O)CCC3=O)cc2)n1	1%	32	-1%	6	20	108%[activator]	-3%
CC1NC(=O)N(C)[C@@H]2NC(=O)N(C)C(c3ccc([N+](=O)[O-])cc3)[C@@H]12 (stereo not given in full)	3%	11	2%	-1	-2	-16%	-8%
O=C(Nc1ccccc1C(=O)N1CCOCC1)c1ccc(Cl)cc1	5%	8	2%	0	-5	1%[2.29 µM]	-10%
Cc1noc(NS(=O)(=O)c2ccc(N/C=C/C(=O)c3cccnc3)cc2)c1C	-6%	-16	3%	16*	43*	-12%	1%
CCOC(=O)c1c(NC(=O)CSc2nc(C)cc(C)c2C#N)sc(C(C)=O)c1C	5%	-7	7%	-2	14	-13%	u
O=C(Cn1nnc(-c2ccc3c(c2)OCO3)n1)NCc1ccco1	6%	-6	5%	13	11	-2%	-10%
C/C(CC(=O)Nc1ccc(F)cc1)=N\NC(=O)c1ccccn1	54%[activator]	u	-22%	18	24	-4%	3%
O=C(N/N=C/c1ccc(Cl)c([N+](=O)[O-])c1)c1cnccn1	14%	-13	-19%	1	25	-29%	-1%
COc1ccc2oc(C(=O)OCC(=O)NCCc3ccc(S(N)(=O)=O)cc3)c(C)c2c1	19%	u	x	x	x	-20%	3%
CC(C)CN(C(=O)COC(=O)c1ccc2c(c1)OCCO2)c1c(N)n(Cc2ccccc2)c(=O)[nH]c1=O	18%	-8	x	x	x	u	-10%
S=C(NCCc1ccccc1)N1CCc2ccccc2C1	-3%	-14	-7%	67*	116*	-11%	-2%
CCOC(=O)c1c(C)nc2c(c1-c1ccc(Cl)cc1)C(=O)CC(C)(C)C2	12%	-19	2%	-1	-17	106%[activator]	-14%
Cc1cccc(CN2C(=O)NC(c3ccccc3)(c3ccccc3)C2=O)c1	8%	-69*	-3%	-1	-3	-35%	1%
Cc1nnc(SCC(=O)NCc2ccco2)n1Cc1ccccc1	1%	-34	2%	-3	-6	-16%	0%
COc1ccc(-n2c(COc3cccc(C)c3)n[nH]c2=S)cc1	96%[activator]	11	3%	1	x	-25%	-10%
COc1ccc(CNC(=O)CN(C)S(=O)(=O)c2ccc3c(c2)n(C)c(=O)c(=O)n3C)cc1	8%	-32	x	-11	-14	-9%	-3%
C/C=C/c1ccc(OCCOCCOc2cccc3cccnc23)c(OC)c1	7%	-29	2%	-3	-8	93%[activator]	-7%
Cc1ccc(NC(=O)[C@@H]2CCCN2C(=O)c2cccs2)cc1S(=O)(=O)N1CCCCC1	-3%	-21	x	x	x	-48%	u

By substructure: those above containing bromine
SMILES	AMA1-RON2 inh	HCMV antiviral	Giardia FBPA inh	CHX counter	Shiga inhibitor	AmpC inh no detg	AmpC detergent
Cc1cc2ncn(/N=C/c3cc(Br)ccc3O)c2cc1C	x	-28	-2%	-3	23	-14%	-4%
CCOC(=O)c1c(NC(C)=O)sc2c(OCC(O)CNC(C)(C)C)c(Br)ccc12 (stereo not given)	-4%	-85*	0%	7	-11	-26%	-4%
